p53ts 39C tox: qHTS Screen for Compounds that Selectively Target Cancer Cells with p53 Mutations: Cytotoxicity of p53ts Cells at the Nonpermissive Temperature; H1299-p53A138V viability at 39C, ATP luminescence, 24 h; Potency, µM (doses to about 46.1 µM), inactives show top-dose activity change, negative = cell killing, usual class: cytotoxic; actives 1.5% (n = 130,000); further: nearly all actives have a fitted effect of over 55% in size
IkB sig inh: IkB Signaling. actives 0.04% (n = 110,000). Potency, µM (highest dose often 57.1 µM), for inactives: at the highest dose IkBa stabilization activation. ABC-DLBCL IkBa-CBG/CBR dual luciferase ratio, 4 h; response scale: scaled: untreated 0%, proteasome inhibitor 100%; active means well fitted curve in the direction sought with a large enough effect in the signal ratio, not every such curve was filed as active; inconclusive means small, poorly fitted or top-dose-only effect, or a change in a side signal; the % refers to the signal ratio;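 further: the direction sought is a rising ratio; 0% = basal untreated cells and 100% = reference inhibitor full response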
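In this assay, an IκBα–CBG68 fusion accumulates when IKK-driven degradation is blocked; native CBR normalizes for cell number. OCI-Ly3 cells were treated 4 h with compound and doxycycline, then green and red light read after Chroma-Glo addition.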
p53ts 32C kill: qHTS Screen for Compounds that Selectively Target Cancer Cells with p53 Mutations: Cytotoxicity of p53ts Cells at the Permissive Temperature. Potency, µM (highest dose often 46.1 µM), for the others: top-dose activity change, negative = cytotoxicity, usual class: cytotoxic. actives 0.93% (n = 130,000). H1299-p53A138V at 32C, ATP luminescence viability, 24 h. AID 924, 2007;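 further: 0% = DMSO and -100% = full killing by reference compound; nearly all actives have a fitted effect of over 55% in size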
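Cells: H1299 p53ts (A138V), 600/well, pre-incubated 16–30 h at 37C. Cpd up to 46 uM, 24 h, 32C. Readout: ATPlite luminescence, 20 min RT. Normalization: DMSO vs tamoxifen 100 uM. AC50 by Hill equation.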
Peg3 imprint: qHTS Assay for Compounds that Induce Erasure of Genomic Imprints; actives 0.02% (n = 110,000); mouse ES Peg3-LacZ reporter, beta-gal luminescence, 40 h; Potency, µM (highest dose often 60.7 µM), for the others: at the highest dose activity change, positive = activation, most hits filed as activators;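 further: 0% = negative control wells on the plate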
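Gelatin-coated wells received 300 freshly trypsinized female ES cells with a Peg3LacZ-Neo reporter on the maternal allele, then incubated 40 hours at 37C. BetaGlo was added for 5 minutes at room temperature before a single luminescence read.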
Starred values were filed as active, the others as inactive; ? = inconclusive; / = not tested or not shown; [ ] = another dose, or the depositor's remark. Unless noted, the call rests on the fitted dose curve; in most records, active means well fitted curve in the direction sought with a large enough effect; inconclusive means small, poorly fitted or top-dose-only effect, or another doubt; inactive means no such curve, though single readings can be large; an effect the other way counts as inactive or inconclusive. Unless noted, on the % scale 0 is the no-effect control and ±100 the full control effect; potency means the concentration at half of the fitted maximal effect.

#1 CCOC(=O)c1ccc(NC(=O)C(CC)Sc2nncn3c2cc2oc(C)cc23)cc1 (stereo not drawn)
#2 N=C1Sc2ccccc2C2=NCCCN12
#3 COc1ccc(O)c(-c2cn[nH]c2-c2cccs2)c1
#4 COc1ccccc1OCCSc1nc2ccccc2n1CC(=O)N1CCOCC1
#5 Cc1cc(C)nc(SCC(=O)N2CCOCC2)n1
#6 O=C1C(C=NCCCN2CCOCC2)=C(O)c2ccccc21
Assay by compound | 1 | 2 | 3 | 4 | 5 | 6
p53ts 39C tox | -1% | ? | 7% | 19% | -1% | -2%
IkB sig inh | ? | ? | -2.1% | 2.3% | -1.7% | -2.0%
p53ts 32C kill | 9% | -9% | 10% | 10% | 5% | 9%
Peg3 imprint | -11%[10.9 µM] | -83%[inhibitor] | -3% | -11%[10.9 µM] | -5% | -34%[inhibitor]

#7 O=C(CSc1nnc(SCc2ccc(Cl)cc2)s1)N1CCN(C(=O)c2ccco2)CC1
#8 CC1C(O)=C(c2nc3ccccc3[nH]2)C(=N)N1c1ccccc1 (stereo not drawn)
#9 COC(=O)c1ccc(C(NC(=O)OCc2ccccc2)/C(C)=C/[C@@H](C)C(=O)NCCO)cc1 (stereo partly drawn)
#10 Cc1cccn2c(=O)c3cc(C(=O)NC(C)c4ccccc4)c(=N)n(CCOCCO)c3nc12 (stereo not drawn)
#11 Cc1cc(C(=O)OCC(=O)N(C)C2CCS(=O)(=O)C2)c(C)n1-c1ccccc1 (stereo not drawn)
#12 CCN(CC)S(=O)(=O)c1ccc2c(c1)nc(SCn1nnc3ccccc3c1=O)n2CC
Assay by compound | 7 | 8 | 9 | 10 | 11 | 12
p53ts 39C tox | -12% | -17% | -8% | 8% | 4% | -16%
IkB sig inh | 0.8% | ? | / | ? | 1.5% | 0.5%
p53ts 32C kill | 1% | -4% | 0% | -18% | 5% | -1%
Peg3 imprint | -4% | -23% | -16% | -7%[10.9 µM] | 1% | -8%

#13 COc1cccc(CNC(=O)c2cc3c(-c4ccccc4F)nn(C)c3s2)c1
#14 COc1ccc(OC)c(S(=O)(=O)NCc2cccnc2)c1
#15 CCOc1ccccc1CNC(=O)CCn1c(=O)c2cccn2c2ccc(F)cc21
#16 Cc1ccc(C(=O)Nc2ccc3c(c2)CCC3)o1
#17 COc1cccc(-c2cc(C(=O)N3CCN(C(c4ccccc4)c4ccccc4)CC3)no2)c1
#18 COCC(C)NC(=O)c1cc(-c2ccccc2OC)on1 (stereo not drawn)
Assay by compound | 13 | 14 | 15 | 16 | 17 | 18
p53ts 39C tox | 2% | 6% | -9% | ? | -4% | -13%
IkB sig inh | ? | 0.3% | ? | / | -0.3% | ?
p53ts 32C kill | 4% | -4% | 15% | 13µM* | 8% | -7%
Peg3 imprint | -10%[10.9 µM] | 9% | 7%[10.9 µM] | / | -22% | -18%

#19 O=C(O)C1CC=CCC1C(=O)NCc1ccc2c(c1)OCO2 (stereo not drawn)
#20 COc1cccc(CNCCSc2nnnn2C)c1OCc1ccc(Cl)cc1
#21 CC(=O)c1ccc(N2CCN(c3nc4ccccc4c4nc(-c5cccc(C)c5)nn34)CC2)cc1
#22 N#Cc1ccccc1NCc1ccccc1
#23 Cc1ccc(C(=O)c2cn(Cc3ccccc3)c3cc4c(cc3c2=O)OCCO4)cc1
#24 COc1cccc(CNC(=O)CN2C(=O)N(c3cccc(Cl)c3)S(=O)(=O)c3ccccc32)c1OC
Assay by compound | 19 | 20 | 21 | 22 | 23 | 24
p53ts 39C tox | -3% | -6% | 11% | 7% | -29% | -28%
IkB sig inh | / | -4.8% | -1.6% | / | -0.5% | -2.0%
p53ts 32C kill | ? | -15% | -2% | -8% | 6% | -12%
Peg3 imprint | / | -15%[10.9 µM] | -6%[10.9 µM] | / | 5%[10.9 µM] | -12%[10.9 µM]

#25 CCCNC(=O)OC[C@@H]1O[C@H](CCO/N=C(\C)CCC(=O)OC[C@@H]2O[C@H](C#Cc3ccccc3)C=C[C@@H]2Oc2ccc(C)cc2)C=C[C@@H]1Oc1ccc(OC)cc1
#26 O=C(Cn1c(=O)[nH]c2ccsc2c1=O)NC1CCCCC1
#27 Cc1ccc(NC(=O)Cn2c(=O)n(CCCCC(=O)NCc3ccco3)c(=O)c3ccccc32)cc1
#28 COc1ccc(OC)c(NC(=O)CN2CCC(C(=O)c3ccc(C)cc3)CC2)c1
#29 CCCN1CCN(C(=O)c2cccc3c2C(=O)N(CCOC)C3)CC1
#30 COc1cccc(OCC(=O)NCCS(=O)(=O)N2CCN(c3ccccc3F)CC2)c1
Assay by compound | 25 | 26 | 27 | 28 | 29 | 30
p53ts 39C tox | 8%[9.22 µM] | -10% | -15% | 2% | 2% | -11%
IkB sig inh | / | -0.2% | 1.3% | ? | -1.8% | 2.8%
p53ts 32C kill | 9%[9.22 µM] | -7% | 2% | -1% | 4% | 6%
Peg3 imprint | / | 17% | -22% | -22% | 3% | -4%[10.9 µM]

#31 COc1ccc(OC)c(-c2cc(C(=O)Nc3cc(C)n(Cc4ccc(Cl)cc4)n3)no2)c1
#32 O=C(CSc1ncc(S(=O)(=O)c2ccc(Br)cc2)c(=O)[nH]1)Nc1ccc2c(c1)OCCO2
#33 Cc1ccc2c(c1)NC(=O)C(CC(=O)NCc1cccnc1)O2 (stereo not drawn)
#34 O=C(CNC(=O)c1ccc(F)cc1)OCc1cc(=O)n2nc(C3CC3)sc2n1
#35 Cc1ccccc1Nc1nc(-c2ccccc2)c(C(=O)Nc2cccnc2)s1
#36 Cc1cc(C)cc(-n2c(C)nc3cc(C(=O)NCc4ccc(F)cc4)ccc32)c1
Assay by compound | 31 | 32 | 33 | 34 | 35 | 36
p53ts 39C tox | -13% | -8% | 0% | -22% | 10% | 13%
IkB sig inh | 2.9% | ? | 1.1% | -1.1% | / | 2.2%
p53ts 32C kill | 10% | 9% | 9% | 10% | 3% | 26%
Peg3 imprint | -29% | -2%[10.9 µM] | -3% | 21%[10.9 µM] | / | 12%[10.9 µM]

#37 COc1ccc(CNC(=O)CN2C(=O)COc3ccc(S(=O)(=O)N4CCCCCC4)cc32)cc1
#38 O=C(c1ccc(NS(=O)(=O)c2cccc3cccnc23)cc1)N1CCOCC1
#39 COc1ccc(-n2c(Cc3cccn3C)nnc2SCC(=O)NC2CCCC2)cc1
#40 CC(C)c1c(O)ccc2c1CCC1C(C)(C)CCC[C@@]21C (stereo partly drawn)
#41 Cc1nc(-c2cccc(NC(=O)Nc3ccccc3C(F)(F)F)c2)no1
#42 CCOC(=O)c1ccc(NC(=O)C(CC)CC)cc1
Assay by compound | 37 | 38 | 39 | 40 | 41 | 42
p53ts 39C tox | -15% | 0% | 5% | ? | -17% | -12%
IkB sig inh | -0.5% | 0.8% | 0.7% | / | 1.0% | -1.2%
p53ts 32C kill | 4% | -1% | 1% | ? | -6% | -4%
Peg3 imprint | -7%[10.9 µM] | -8% | -5% | -33%[inhibitor] | -5%[10.9 µM] | -8%

3 compounds out of the list, arranged by length of the SMILES, lowest first.
#17 COc1cccc(-c2cc(C(=O)N3CCN(C(c4ccccc4)c4ccccc4)CC3)no2)c1
#31 COc1ccc(OC)c(-c2cc(C(=O)Nc3cc(C)n(Cc4ccc(Cl)cc4)n3)no2)c1
#24 COc1cccc(CNC(=O)CN2C(=O)N(c3cccc(Cl)c3)S(=O)(=O)c3ccccc32)c1OC
Assay by compound | 17 | 31 | 24
p53ts 39C tox | -4% | -13% | -28%
IkB sig inh | -0.3% | 2.9% | -2.0%
p53ts 32C kill | 8% | 10% | -12%
Peg3 imprint | -22% | -29% | -12%[10.9 µM]

Further compounds:
#43 COC(=O)CN1C(=O)COc2ccc(Cl)cc21
#44 O=C(Nc1c(C(=O)NCc2ccco2)cnn1-c1ccccc1)c1cccc(F)c1
#45 Cc1c(Cl)cccc1NC(=O)CCN1C(=O)c2ccccc2Sc2ncccc21
#46 CC(C)N(CCO)C(=O)C(c1ccccc1)c1ccccc1
#47 Cc1ccc(C)c(NC(=O)Cn2cc(S(=O)(=O)c3ccc(F)cc3)c(=O)c3cc(F)ccc32)c1
#48 Cc1ccc(C)c(NC(=O)CN(Cc2ccccc2)S(=O)(=O)c2ccc3nc(C)sc3c2)c1
Assay by compound | 43 | 44 | 45 | 46 | 47 | 48
p53ts 39C tox | 4% | 5% | 11% | 6% | 3% | -21%
IkB sig inh | ? | -0.1% | 2.6% | 1.2% | -0.7% | ?
p53ts 32C kill | 0% | 3% | 2% | 13% | -5% | -17%
Peg3 imprint | 0% | -1% | -5%[10.9 µM] | -2% | -9%[10.9 µM] | 9%[10.9 µM]

#49 COc1ccc(-c2noc(CC(=O)Nc3ccc(Br)cc3C)n2)cc1
#50 CCOc1ccc(NC(=O)CSc2ncc(S(=O)(=O)c3ccc(F)c(C)c3)c(=O)[nH]2)cc1
#51 O=C(CCCSc1nc2ccccc2s1)NC1=NCCS1
#52 Cc1ccc(NC(=O)CN2C(=O)COc3ccc(C)cc32)nc1
#53 COc1ccc(NC(=O)CCc2c(C)nn(-c3ccc(N4CCCC4)nn3)c2C)cc1Cl
#54 Cc1ccc(Nc2c(-c3ccc(Cl)cc3)nc3sccn23)c(C)c1
Assay by compound | 49 | 50 | 51 | 52 | 53 | 54
p53ts 39C tox | 0% | 13% | -15% | -2% | ? | -15%
IkB sig inh | -1.5% | ? | ? | 0.8% | -0.8% | ?
p53ts 32C kill | -6% | 2% | 0% | -2% | ? | 14%
Peg3 imprint | -9%[10.9 µM] | ? | -67%[inhibitor] | -4% | -18%[10.9 µM] | 4%[10.9 µM]

Among those listed so far, 3 have a thiophene ring, fused or not:
#3 COc1ccc(O)c(-c2cn[nH]c2-c2cccs2)c1
#13 COc1cccc(CNC(=O)c2cc3c(-c4ccccc4F)nn(C)c3s2)c1
#26 O=C(Cn1c(=O)[nH]c2ccsc2c1=O)NC1CCCCC1
Assay by compound | 3 | 13 | 26
p53ts 39C tox | 7% | 2% | -10%
IkB sig inh | -2.1% | ? | -0.2%
p53ts 32C kill | 10% | 4% | -7%
Peg3 imprint | -3% | -10%[10.9 µM] | 17%

Additional structures follow:
#55 Cc1ccc(C(=O)N2CCN(c3ccccc3)CC2)cc1C
#56 COCCCNC(=O)c1sc2nc(C)c(C(=O)Nc3ccc(C)cc3C)c(-c3ccccc3Cl)c2c1N
#57 Cc1cc(C)c(C#N)c(=N)o1
#58 N#Cc1c(NCCO)nc(NCc2ccccc2)c2c1CCN(Cc1ccccc1)C2
#59 Brc1ccccc1CN1CCC(N2CCCCC2)CC1
#60 Cc1ccc(-c2cc(C(=O)NCCCn3ccnc3)c3cc(Br)ccc3n2)o1
Assay by compound | 55 | 56 | 57 | 58 | 59 | 60
p53ts 39C tox | 13% | -13% | 1% | -21% | 2% | 8%
IkB sig inh | -1.4% | ? | -1.1% | 0.0% | 3.0% | 0.2%
p53ts 32C kill | -2% | 6% | -9% | -14% | 18% | 5%
Peg3 imprint | 9% | 13%[10.9 µM] | 3% | -2% | -15% | -9%

#61 CCOc1ccc(S(=O)(=O)N/N=C(\C)c2ccc(Cl)c(Cl)c2Cl)cc1
#62 Cc1cc(C)n2nc(C(=O)Nc3cccnc3)nc2n1
#63 CC(C)c1ccc(NC(=O)c2ccc3c(c2)CCCN3S(C)(=O)=O)cc1
#64 CC(=O)N1CC=CC1(CC(C)C)C(=O)NCc1ccc(C)o1 (stereo not drawn)
#65 Cc1cnc(NC(=O)CSc2nnc(-c3cccs3)n2C)s1
#66 Cc1cc(NC(=O)c2ccccc2NS(=O)(=O)c2c(C)c(C)cc(C)c2C)no1
#67 CN1C(=S)SC(C)(C)C1/[N+]([O-])=C/c1cccnc1 (stereo not drawn)
#68 COc1ccc(Nc2c3c(nc4nncn24)CCC3)cc1Cl
#69 Cc1cc(C)cc(-n2ccn3cnnc3c2=O)c1
Assay by compound | 61 | 62 | 63 | 64 | 65 | 66 | 67 | 68 | 69
p53ts 39C tox | 18% | 2% | -28% | -8% | 19% | -12% | 12% | -16% | 0%
IkB sig inh | / | -0.1% | 0.7% | / | 0.1% | 1.8% | -0.5% | ? | -0.5%
p53ts 32C kill | -11% | 2% | 13µM* | 9% | 5% | 1% | 2% | 9% | 5%
Peg3 imprint | / | -10% | -16%[10.9 µM] | -12% | / | 0% | 5% | -4%[10.9 µM] | -2%[10.9 µM]

Bioassay records from PubChem.
